SRC2 inh: human SRC2 (NCOA2) inhibition; Q15596; HEK293 GAL4-SRC2 luciferase reporter, luminescence; inhibition, % at 9 µM; actives 0.17% (n = 370,000); AID 651957;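 active = inhibition above the mean inhibition of all tested compounds plus 3 SD, set per campaign, cut at about 52% in these data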;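 note: 0% = DMSO treated cells and 100% = cells given Gossypol at 36 µM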
TLR9-MyD88 block: TLR9-MyD88 interaction inhibition | CHO BLA complementation TLR9-MyD88, CCF4 FRET ratio | inhibition, % at 4.98 µM | actives 0.21% (n = 340,000);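 active = inhibition above the mean over all tested compounds plus 3 SD, cut at about 21% in these data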;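 note: 0% = DMSO only wells and 100% = clavulanate BLA inhibitor control wells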
SRC1 inh: inhibits human SRC1 coactivator; Q15788; HEK293 GAL4-SRC1 luciferase reporter, luminescence; inhibition, % at 3.6 µM; actives 0.12% (n = 360,000); AID 588354;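 active = inhibition above the campaign mean plus 3 SD, with each screening campaign given its own cutoff, cut at about 60% in these data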;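 note: 0% = DMSO treated cells and 100% = gossypol at 36 µM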
MC4R antagonist: blocks human MC4R cAMP signaling; actives 0.48% (n = 360,000); P32245; MC4R-expressing cells, MTII-stimulated cAMP, LANCE TR-FRET; inhibition, % at 6.5 µM;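 active = inhibition above its plate's cutoff, the mean of tested wells on that plate plus 3 SD, cut at about 29% in these data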;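 note: 0% = Melanotan II alone and 100% = Melanotan II plus saturating MCL0020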
Target sequence (P32245 whole entry, looked up): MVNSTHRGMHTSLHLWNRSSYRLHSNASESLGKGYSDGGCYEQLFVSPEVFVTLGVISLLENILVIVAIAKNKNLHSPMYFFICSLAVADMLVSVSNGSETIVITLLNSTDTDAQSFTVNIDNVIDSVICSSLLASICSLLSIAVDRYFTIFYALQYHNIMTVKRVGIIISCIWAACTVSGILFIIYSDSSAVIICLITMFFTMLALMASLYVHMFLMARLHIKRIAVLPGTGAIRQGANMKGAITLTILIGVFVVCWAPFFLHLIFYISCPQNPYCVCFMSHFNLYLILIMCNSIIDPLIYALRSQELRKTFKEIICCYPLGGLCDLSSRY
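system = U2OS cells with stable human MC4R expression | also added = Melanotan II challenge after compound preincubation | dosing = one concentration, 6.5 µM nominal | incubation = compound 30 min, challenge 1 h, detection 1 h | measured by = TR-FRET with Eu-cAMP and labeled anti-cAMP, 671 nm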
NOD2-RIPK2 inh: inhibitors of human NOD2-RIPK2 interaction; O43353; CHO BLA complementation NOD2-RIPK2, CCF4 ratio; inhibition, % at 4.98 µM; actives 0.38% (n = 360,000); AID 624267; in the data active = inhibition above about 21%;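 note: 0% = vehicle only and 100% = reference blocker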
Target sequence (O43353 whole entry, looked up): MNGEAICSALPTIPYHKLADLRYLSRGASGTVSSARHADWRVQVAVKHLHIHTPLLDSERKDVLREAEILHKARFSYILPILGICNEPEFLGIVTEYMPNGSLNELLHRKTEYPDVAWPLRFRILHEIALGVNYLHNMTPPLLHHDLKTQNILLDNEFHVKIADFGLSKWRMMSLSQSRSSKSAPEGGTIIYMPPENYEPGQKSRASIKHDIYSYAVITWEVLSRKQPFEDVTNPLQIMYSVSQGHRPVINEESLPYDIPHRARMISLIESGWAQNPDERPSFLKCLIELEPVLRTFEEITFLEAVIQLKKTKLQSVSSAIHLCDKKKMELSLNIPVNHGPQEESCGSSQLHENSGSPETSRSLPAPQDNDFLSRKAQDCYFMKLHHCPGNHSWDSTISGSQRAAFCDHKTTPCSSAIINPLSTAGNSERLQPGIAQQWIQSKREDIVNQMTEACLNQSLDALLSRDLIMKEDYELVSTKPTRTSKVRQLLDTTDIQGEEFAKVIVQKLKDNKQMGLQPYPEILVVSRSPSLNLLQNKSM
ABHD5-PLIN5 inh: inhibitors of human ABHD5-perilipin-5 interaction; Q00G26+Q8WTS1; Split G. princeps luciferase complementation, luminescence, 4 h; inhibition, % at 4 µM; actives 0.78% (n = 360,000);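 active = inhibition above the mean inhibition across every tested compound plus 3 SD, cut at about 22% in these data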;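 note: 0% = DMSO only wells and the 100% control is not disclosed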
NCOA3 inh: inhibits human SRC3 coactivator; inhibition, % at 3.6 µM; HEK293 GAL4-SRC3 luciferase reporter, luminescence; actives 0.17% (n = 360,000); AID 588352;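 active = inhibition above a per-campaign cutoff, the mean of all compounds plus 3 SD, cut at about 60% in these data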;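 note: 0% = DMSO-treated cells and 100% = gossypol-treated cells at 36 µM; higher means less SRC3-driven luciferase light from the GAL4 reporter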
NR5A2 inv ag: suppresses constitutive activity of human LRH-1; O00482; HEK293T StAR-luciferase reporter, LRH-1 transfected, 24 h; inhibition, % at 3.6 µM; actives 0.13% (n = 360,000); AID 602396;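 active = inhibition above the mean inhibition of all tested compounds plus 3 SD, cut at about 73% in these data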;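 note: 0% = DMSO wells and 100% = reporter-only cells lacking LRH-1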
LMP1 NFkB inh: Epstein-Barr LMP1 NF-kappaB reporter inhibition; LMP1-induced NF-kappaB luciferase reporter cells, luminescence; inhibition, % at 12.5 µM; actives 0.69% (n = 350,000); AID 504558; in the data active = inhibition above about 41%;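 note: 0% = neutral control wells and 100% = reference inhibitor control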
MC4R barr agon: activates human MC4R beta-arrestin recruitment; P32245; U2OS MC4R beta-arrestin complementation, luminescence; percent of melanotan II response, DMSO zero; activation, % at 8.9 µM; actives 0.98% (n = 360,000);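 active = activation above a per-plate cutoff, the mean activation of sample wells on that plate plus 3 SD, cut at about 8% in these data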
NR2F2 inh: NR2F2 (human) inhibition, primary screen | P24468 | HEK293T NGFI-A luciferase reporter, luminescence | inhibition, % at 8.6 µM | actives 0.7% (n = 370,000) | AID 686940;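 active = inhibition above a per-plate cutoff, mean inhibition of test wells between control levels plus 3 SD, cut at about 38% in these data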;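 note: cells cotransfected with COUP-TFII expression vector driving the NGFI-A reporter; 0% = median of COUP-TF2 test wells and 100% = reporter-only cells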
An asterisk follows results filed as active; nt = no result given. This is a subset; the hit share may differ from the screen's.

SMILES | SRC2 inh | TLR9-MyD88 block | SRC1 inh | MC4R antagonist | NOD2-RIPK2 inh | ABHD5-PLIN5 inh | NCOA3 inh | NR5A2 inv ag | LMP1 NFkB inh | MC4R barr agon | NR2F2 inh
COc1cc(CNCCN2CCOCC2)ccc1OCc1ccc(Cl)cc1 | 5 | 1 | -12 | 14 | -1 | 10 | 19 | 3 | -7 | -0.3 | 4
CC(=O)c1ccc(-n2ccc(=O)cc2)cc1 | -10 | -4 | -8 | 5 | -2 | 5 | 17 | 14 | -22 | -2.3 | -17
CCOC(=O)NC1(NCc2ccccc2)Oc2ccccc2O1 | 8 | -5 | -25 | -3 | -8 | 3 | 3 | -8 | -3 | -3.2 | 7
O=C1C2CC=CCC2C(=O)N1c1n[nH]c(-c2ccccc2)n1 (stereo not given) | -8 | -1 | -15 | 7 | 5 | 5 | -23 | -14 | 7 | -0.1 | 7
Cc1ccc(Cn2c(C)cc3c(c2=O)C(c2cccs2)C(C#N)=C(N)O3)cc1 (stereo not given) | -1 | -11 | -6 | 10 | 1 | -12 | 8 | 15 | -8 | 2.5 | -16
CC(=O)Nc1cc(S(=O)(=O)Nc2cccc(C)c2)c(C)cc1C | 28 | 1 | 2 | 13 | 5 | 1 | -23 | 11 | -1 | -1.2 | -4
Cc1cccc(C(=O)NCC(c2ccco2)N2CCc3ccccc32)c1 (stereo not given) | -2 | 8 | 2 | 9 | 4 | -4 | 9 | -3 | -16 | -2.0 | 20
Cc1ccc(S(=O)(=O)/N=C(/Nc2ccc3[nH]c(=O)[nH]c3c2)c2ccccc2)cc1 | -18 | -1 | -1 | -1 | -14 | -1 | 10 | -7 | 4 | 1.7 | -8
CC1CCN(CCCNC(=O)c2n[nH]c(=O)c3ccccc23)CC1 | -20 | 0 | -7 | 4 | -17 | -1 | 16 | 14 | -8 | -2.0 | 8
CCCCCC(=O)Nc1c(-c2ccc(OC)cc2)c(=O)c2ccccc2n1C | -23 | 0 | -3 | 9 | 5 | 9 | 5 | 4 | -8 | -2.0 | -10
CCSc1ncnc2sc3c(c12)CCC3 | 5 | -7 | 4 | -5 | 13 | -6 | 8 | 1 | -4 | 0.7 | 11
CCNc1nc(Cl)nc(N(NC(C)=O)C(C)C)n1 | 3 | 16 | -3 | 9 | 2 | 4 | 4 | -2 | -1 | 0.1 | -8
Cc1c(NC(=O)COC(=O)CSc2ccc([N+](=O)[O-])cc2)c(=O)n(-c2ccccc2)n1C | 5 | 4 | -17 | 8 | -9 | -7 | -14 | 14 | 6 | -2.2 | 8
COCCNC(=O)C1CCC(CNS(=O)(=O)c2cccc3nsnc23)CC1 (stereo not given) | 12 | -1 | 2 | 3 | -6 | 1 | -1 | 15 | -4 | -0.2 | -17
Cn1c(=O)n(C)c2cc([N+](=O)[O-])c(N3CCN(C(=O)c4cccc(F)c4)CC3)cc21 | 6 | -2 | 16 | 3 | 1 | 2 | 10 | 21 | -5 | -3.1 | -9
CCOc1ccc(C(=O)NC2CCN(C(=S)NCc3ccco3)CC2)cc1 | -11 | -16 | -4 | 13 | 5 | -2 | 9 | 9 | 10 | 0.3 | 20
COc1ccc(Br)cc1CN(C)CC(=O)Nc1c(Cl)cccc1Cl | -1 | -4 | -9 | 20 | 6 | 0 | 17 | -13 | 6 | 0.9 | 8
COc1cccc(CNC(=O)Cc2ccc(OC)c(S(=O)(=O)N3CCOCC3)c2)c1 | -4 | 8 | -21 | 5 | -5 | 6 | 13 | 5 | 3 | -0.2 | 0
O=C(c1ccc(Cn2cc(Br)cn2)cc1)N1CCN(c2ccccc2)CC1 | nt | -1 | -21 | 0 | -3 | 1 | 13 | 3 | 5 | -0.6 | nt
Cc1cccc(C)c1NC(=O)Cn1nnnc1N | -9 | -3 | -30 | 1 | -5 | -8 | -5 | 9 | 2 | -2.3 | 13
Cn1c(=O)c2c(nc(NCCCN3CCOCC3)n2Cc2cccc(Cl)c2)n(C)c1=O | -5 | 2 | -8 | 3 | 6 | 3 | 6 | 15 | 6 | -2.0 | -8
Cc1cccc(C)c1NC(=O)CNC(=O)Cc1c[nH]c2ccccc12 | 2 | 0 | 27 | 2 | -6 | 8 | 17 | 21 | -8 | -3.5 | -21
CCOC(=O)[C@]12CCC=C1N(Cc1ccccc1)C(=O)[C@H](CC(=O)N1CCSCC1)C2 | -6 | nt | nt | nt | -7 | 5 | nt | 13 | nt | nt | -5
CCCCCCCNC(=O)C1(CC2CC(c3cccc(Br)c3)=NO2)CCN(C(=O)c2cc(OCC)c(OCC)c(OCC)c2)CC1 (stereo not given) | -20 | -9 | 6 | 26 | -1 | -2 | 24 | 28 | 10 | -0.1 | 14
O=C(COc1ccccc1[N+](=O)[O-])Nc1cc(Cl)ccc1C(=O)O | 14 | 6 | 5 | 12 | -7 | -2 | 9 | 3 | -2 | -1.1 | -6
COc1ccc(N2CCN(C(=O)COC(=O)CNC(=O)c3ccc(C)cc3)CC2)cc1 | -14 | 2 | -22 | 13 | 5 | 2 | 2 | -4 | 4 | 0.4 | 20
CCn1nnc2sc3c(c2c1=O)CCC(C)C3 (stereo not given) | -10 | -7 | -35 | -7 | -6 | 1 | -5 | -17 | -1 | -0.3 | -18
C/C(=N\NC(=O)C1CC1)c1ccc(Cl)cc1 | -11 | 3 | -5 | -7 | 10 | 1 | -7 | -29 | 9 | 0.2 | -8
Cc1ccc(CSc2nc(-c3ccccc3)c(C#N)c(=O)[nH]2)cc1 | 2 | 11 | 1 | 7 | 1 | 4 | -10 | 0 | 10 | 0.8 | 16
CSc1nc(N)nc(SCC(=O)Nc2cccc(F)c2)c1C#N | 15 | -11 | 11 | -10 | -5 | 17 | 6 | 0 | 1 | 2.7 | 32
Cc1cc(-c2ccccc2)n2ncnc2n1 | -52 | 6 | -13 | -2 | -8 | 3 | 5 | -2 | 3 | 1.0 | -8
COc1cc2ccccc2cc1C(=O)OCC(=O)N1CCOCC1 | -17 | 5 | -11 | -2 | -5 | -9 | 6 | -8 | -2 | -2.1 | 7
O=C(Cn1cnc([N+](=O)[O-])n1)N/N=C/c1cc(Cl)ccc1O | -12 | 2 | 20 | 4 | -3 | -2 | 39 | 13 | -18 | -1.3 | 10
COc1cc(OC)cc(-c2c(-c3ccc(F)cc3)c3cc(-c4ccc5cc[nH]c5c4)ccc3n2C)c1 | 6 | 1 | -2 | 2 | 1 | 4 | 7 | 23 | -9 | 0.2 | -2
COc1ccc(Br)cc1CN(C)CC(=O)Nc1ccccc1Cl | -29 | 7 | -12 | 6 | 4 | 0 | 12 | -16 | -6 | -2.8 | -5
COc1ccc(NS(=O)(=O)c2ccc(NC(=O)C3CC3)cc2)cc1 | 1 | -6 | -4 | -8 | -2 | 7 | 18 | 8 | 7 | -2.2 | 12
CCOc1ccccc1CN1CCN(Cc2ccc(C)o2)CC1CCO (stereo not given) | 10 | -13 | -30 | 5 | 3 | -2 | 4 | 4 | 10 | -3.0 | 4
Cc1cc(NC(=O)Cc2c(F)cccc2Cl)no1 | 13 | 10 | 19 | 7 | 6 | -5 | 22 | -7 | 1 | -2.6 | 3
CCOc1ccc(S(=O)(=O)n2cc(-c3ccc(F)cc3)c(N)n2)cc1 | 1 | 1 | 8 | -3 | 1 | 0 | -8 | -3 | 2 | -2.6 | 7
CC(=O)Nc1ccccc1-c1ccccc1[N+](=O)[O-] | 2 | -3 | -21 | 11 | -4 | -8 | -18 | 0 | -6 | -1.9 | -6
CCOC(=O)c1c(NC(=O)CN(CC)CC)sc2c1CCC2 | -6 | -3 | -7 | 15 | -15 | -5 | 3 | -1 | -5 | 3.9 | 9
COC(=O)c1ccc(NC(=O)c2ccccc2NS(C)(=O)=O)cc1 | 4 | -8 | -8 | 10 | -7 | 1 | -8 | -20 | 2 | 2.5 | -14
CCOCCCNC(=S)N1CCCN(c2nc3cc(C)ccc3cc2C#N)CC1 | 18 | -7 | 4 | -2 | -9 | -2 | 11 | 2 | 3 | -3.8 | 13
Cc1ccc(C)c(NC(=S)N(C)CCO)c1 | 6 | -6 | -27 | 9 | -2 | -2 | 2 | 8 | -1 | -3.3 | -6
Cc1cccc(NC(=O)CCCCCN2C(=O)[C@@H]3Cc4ccccc4CN3C2=O)c1 | -26 | -10 | 6 | 1 | -16 | 1 | 4 | -4 | -9 | -2.8 | 16
COC(=O)c1sc(N)nc1C(C)(C)C | -9 | -5 | -3 | 14 | -4 | 2 | -14 | -15 | -15 | 0.4 | -8

An excerpt of these results, with the structure last.
| SRC2 inh | TLR9-MyD88 block | SRC1 inh | MC4R antagonist | NOD2-RIPK2 inh | ABHD5-PLIN5 inh | NCOA3 inh | NR5A2 inv ag | LMP1 NFkB inh | MC4R barr agon | NR2F2 inh | SMILES |
| --- | --- | --- | --- | --- | --- | --- | --- | --- | --- | --- | --- |
| 1 | 1 | 8 | -3 | 1 | 0 | -8 | -3 | 2 | -2.6 | 7 | CCOc1ccc(S(=O)(=O)n2cc(-c3ccc(F)cc3)c(N)n2)cc1 |
| 2 | -3 | -21 | 11 | -4 | -8 | -18 | 0 | -6 | -1.9 | -6 | CC(=O)Nc1ccccc1-c1ccccc1[N+](=O)[O-] |

Entries listed so far with an NH in an aromatic ring, in the order listed:
SMILES | SRC2 inh | TLR9-MyD88 block | SRC1 inh | MC4R antagonist | NOD2-RIPK2 inh | ABHD5-PLIN5 inh | NCOA3 inh | NR5A2 inv ag | LMP1 NFkB inh | MC4R barr agon | NR2F2 inh
O=C1C2CC=CCC2C(=O)N1c1n[nH]c(-c2ccccc2)n1 (stereo not given) | -8 | -1 | -15 | 7 | 5 | 5 | -23 | -14 | 7 | -0.1 | 7
Cc1ccc(S(=O)(=O)/N=C(/Nc2ccc3[nH]c(=O)[nH]c3c2)c2ccccc2)cc1 | -18 | -1 | -1 | -1 | -14 | -1 | 10 | -7 | 4 | 1.7 | -8
CC1CCN(CCCNC(=O)c2n[nH]c(=O)c3ccccc23)CC1 | -20 | 0 | -7 | 4 | -17 | -1 | 16 | 14 | -8 | -2.0 | 8
Cc1cccc(C)c1NC(=O)CNC(=O)Cc1c[nH]c2ccccc12 | 2 | 0 | 27 | 2 | -6 | 8 | 17 | 21 | -8 | -3.5 | -21
Cc1ccc(CSc2nc(-c3ccccc3)c(C#N)c(=O)[nH]2)cc1 | 2 | 11 | 1 | 7 | 1 | 4 | -10 | 0 | 10 | 0.8 | 16
COc1cc(OC)cc(-c2c(-c3ccc(F)cc3)c3cc(-c4ccc5cc[nH]c5c4)ccc3n2C)c1 | 6 | 1 | -2 | 2 | 1 | 4 | 7 | 23 | -9 | 0.2 | -2

High-throughput results deposited in PubChem by several laboratories.
